High-throughput results: PubChem, several laboratories
Bcl-B TR3 displacers = displacers of TR3 peptide from Bcl-B, primary screen, selectivity assay for Bfl-1 inhibitor project, biochemical, fluorescence polarization; FP displacement of FITC-TR3 peptide from Bcl-B; higher % means a stronger effect; one-dose displacement, % at 20 µM; IC50 in µM for titrated hits; 0.11% of 96,000 active;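 active means displacement above 50% at 20 µM plus a fluorescence interference ratio under 1.5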;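 further: plate controls were wells without compound for no effect and wells lacking Bcl-B protein for full effect; a part of the inactive calls stands beside numbers as strong as those of hits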
IL1B NFkB pot = enhances IL-1B driven NFkB nuclear translocation | HUVEC IL-1B NFkB p65 nuclear translocation imaging | 0.3% of 94,000 active | activation, % at 2 µM;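 active means activation above 40%, about the mean plus 3 SD, also judged a hit on visual image review; inconclusive means activation above 40% but not a hit on visual review; inactive means activation not above 40% and no visual hit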;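 further: percent activation is computed from the nuclear over cytoplasmic p65 intensity ratio; values of inactives mirror those of a sister screen read the other way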
NFkB transloc inh = blocks IL-1B driven NFkB nuclear translocation in HUVEC cells. HUVEC IL-1B NFkB p65 nuclear translocation imaging. 0.43% of 94,000 active. inhibition, % at 2 µM. AID 796;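 active means inhibition above about 30% together with a positive call from visual inspection of the well image, limit read from the data; inconclusive means inhibition above a set limit but visual check negative; inactive means inhibition not above a set limit, visual check negative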;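 further: nuclear over cytoplasmic p65 intensity ratio measured by imaging; 0% = IL-1B stimulated DMSO wells and 100% = unstimulated DMSO wells; values of inactives mirror those of a sister screen read the other way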
MRP reversal = MRP-mediated drug resistance reversal | H69AR cells + 2 uM doxorubicin, CellTiter-Glo, 72 h | differential viability (reversal), % at 10 µM | 0.04% of 85,000 active | AID 602;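 active means viability drop by adding the cancer drug above about 55%, with treated viability meeting a 40% cutoff, limit read from the data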;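 further: viability without doxorubicin minus viability with 2 µM doxorubicin for each compound; larger differential means the compound sensitizes cells more to doxorubicin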
PLAP inhibition = PLAP enzyme inhibitors, biochemical, luminescence, HTS (AID 690); purified PLAP, luminescent substrate; higher % means a stronger effect; inhibition, % at 20 µM, or IC50 in µM where a hit was titrated; 0.08% of 96,000 active; in the data active means a potency from the dose series; inactive means the rest, 99 in 100 with inhibition below about 30%; further: strong numbers were not always called active
MRP reversal cytotoxicity = second read-out of MRP reversal, no call of its own (marks repeat the call); viability, %; H69AR cells, CellTiter-Glo, 72 h; measured here: cytotoxicity without doxorubicin
MRP reversal with doxorubicin = also measured in MRP reversal; calls as there; viability, %; measured here: viability with 2 uM doxorubicin; active compounds read low
NFkB transloc inh cell count 2 µM = second read-out of NFkB transloc inh, no call of its own (marks repeat the call); cell count; measured here: cells passing quality filter;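 raw number of nuclei counted in each imaged well without normalization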
IL1B NFkB pot cell count 2 µM = further read-out of IL1B NFkB pot, marked with its call; cell count; measured here: cells passing quality filter
* marks the source's active call; other numbers are inactive results; ? = inconclusive; . = no result given. An excerpt. The share of hits here may be higher or lower than overall.

SMILES | Bcl-B TR3 displacers | IL1B NFkB pot | IL1B NFkB pot cell count 2 µM | NFkB transloc inh | NFkB transloc inh cell count 2 µM | MRP reversal | MRP reversal cytotoxicity | MRP reversal with doxorubicin | PLAP inhibition
O=c1c2ccc([N+](=O)[O-])c3cccc(c32)c2nc3ccccc3n12 | 4.2% | 14.5 | 135 | -14.5 | 135 | . | . | . | 11.2%
Fc1ccc(NCc2nnc(SCc3nnc(-c4ccccc4)o3)n2CC2CCCO2)cc1 (stereo not drawn) | -12.0% | 19.7 | 145 | -19.7 | 145 | 17.9 | 94.9 | 77.0 | -18.6%
CCN(CC)CCCNc1nnc(C)c(=O)[nH]1 | -0.8% | . | . | . | . | -9.0 | 97.2 | 106.2 | -6.9%
CCCn1nc(Oc2nc(NCC)nc(NCC)n2)ccc1=O | -5.5% | 10.5 | 204 | -10.5 | 204 | 1.3 | 83.3 | 82.0 | -17.9%
CCOC(=O)CNc1c(-c2ccc(O)cc2)nc2ccccn12 | 11.1% | -18.3 | 121 | 18.3 | 121 | -10.4 | 85.3 | 95.7 | 20.9%
Cc1ccc(OCC(=O)NCCN2CCCC2)cc1 | -9.4% | 26.6 | 183 | -26.6 | 183 | 2.4 | 88.7 | 86.3 | -10.2%
CCOC(=O)C1C(=O)OC2(CCCCC2)C1C(=O)OCC (stereo not drawn) | -2.1% | 22.5 | 169 | -22.5 | 169 | -4.2 | 81.4 | 85.6 | -42.7%
Cc1ccc(Nc2nnc(SCc3ccccc3)s2)cc1 | . | -2.1 | 126 | 2.1 | 126 | 25.2 | 98.2 | 73.0 | .
Cn1c(CSc2nc3ccc(Br)cc3[nH]2)nc2ccccc21 | 6.3% | -5.8 | 172 | 5.8 | 172 | -29.6 | 59.2 | 88.8 | -24.0%
CCCCOc1ccc(NC2=NC3(CCCC3)N=C(N)N2)cc1 | 6.1% | 14.3 | 128 | -14.3 | 128 | -9.2 | 81.2 | 90.4 | -50.5%
O=C(c1ccccc1)n1nnc2ccccc21 | -11.7% | -1.8 | 62 | 1.8 | 62 | -33.6 | 79.8 | 113.4 | -13.5%
CC1=C(C(=O)Nc2ccc(C)cc2)C(c2ccc(N(C)C)cc2)NC(=O)N1 (stereo not drawn) | . | 13.2 | 163 | -13.2 | 163 | 2.0 | 97.9 | 95.9 | .

An excerpt of these results, with two lines to a compound.
Screens in order – Bcl-B TR3 displacers | IL1B NFkB pot | IL1B NFkB pot cell count 2 µM | NFkB transloc inh | NFkB transloc inh cell count 2 µM | MRP reversal | MRP reversal cytotoxicity | MRP reversal with doxorubicin | PLAP inhibition
- CCOC(=O)C1C(=O)OC2(CCCCC2)C1C(=O)OCC (stereo not drawn)
 : -2.1% | 22.5 | 169 | -22.5 | 169 | -4.2 | 81.4 | 85.6 | -42.7%
- O=C(c1ccccc1)n1nnc2ccccc21
 : -11.7% | -1.8 | 62 | 1.8 | 62 | -33.6 | 79.8 | 113.4 | -13.5%

The listing continues.
SMILES | Bcl-B TR3 displacers | IL1B NFkB pot | IL1B NFkB pot cell count 2 µM | NFkB transloc inh | NFkB transloc inh cell count 2 µM | MRP reversal | MRP reversal cytotoxicity | MRP reversal with doxorubicin | PLAP inhibition
O=C1CCCC(=NCc2ccco2)C1 | 6.5% | -6.7 | 141 | 6.7 | 141 | -11.2 | 84.1 | 95.3 | -12.9%
CCN1C(=O)/C(=C\N2CCOCC2)SC1=S | -4.7% | 3.0 | 174 | -3.0 | 174 | 25.0 | 86.2 | 61.2 | 7.4%
CCOc1cc(CNCCO)cc(Br)c1OCc1cccs1 | 4.8% | -13.4 | 114 | 13.4 | 114 | . | . | . | -17.5%
Cc1cccc(-c2noc(CCC(=O)NCc3ccco3)n2)c1 | 3.9% | 11.3 | 180 | -11.3 | 180 | -1.1 | 93.0 | 94.0 | 12.9%
CC(CN1CCCCC1)OC(=O)c1ccc2c(c1)OCO2 (stereo not drawn) | 1.9% | 6.7 | 104 | -6.7 | 104 | -0.4 | 102.2 | 102.6 | -15.5%
CC(c1ccccc1)n1cc(C(=O)NCc2ccccn2)nn1 (stereo not drawn) | -1.9% | -16.7 | 40 | 16.7 | 40 | 7.7 | 101.3 | 93.6 | -10.8%
COCCCNc1nc2c(c(=O)n(C)c(=O)n2C)n1Cc1cccc(OC)c1 | . | 19.1 | 154 | -19.1 | 154 | -5.2 | 90.9 | 96.1 | .
CC(=O)Nc1c2c3c(cccc3n(C)c1=O)C(=O)c1ccccc1-2 | 138.0% | 13.1 | 93 | -10.8 | 93 | -13.7 | 74.0 | 87.7 | -0.5%
OC1CCCN(Cc2cccc3ccccc23)C1 (stereo not drawn) | -11.9% | . | . | . | . | -16.1 | 72.2 | 88.3 | 17.3%
O=C(COC(=O)c1cccnc1Cl)c1ccccc1 | -7.0% | 2.6 | 156 | -2.6 | 156 | 2.1 | 86.7 | 84.5 | 0.5%
CC(C)(C)c1ccc(C(=O)N2CCC(C(=O)NCc3ccncc3)CC2)cc1 | -1.1% | -100.0 | 10 | 100.0* | 10* | 3.5 | 98.3 | 94.9 | -57.2%
CC(=O)OCP(C)(=O)COC(C)=O | -0.8% | 18.1 | 196 | -18.1 | 196 | 0.4 | 101.8 | 101.4 | -9.1%
Cc1ccc(S(=O)(=O)N2CCN(C(=O)COC(=O)COc3ccccc3)CC2)cc1 | 9.7% | -6.2 | 166 | 6.2 | 166 | 7.6 | 102.8 | 95.2 | -9.0%
CS(=O)(=O)N1CCN(C(=O)c2ccncc2)CC1 | 7.2% | -6.5 | 213 | 6.5 | 213 | -20.1 | 83.4 | 103.5 | -7.3%
CCCCCCCCCOC(=O)C[n+]1csc(CCO)c1C | -0.8% | -1.8 | 108 | 1.8 | 108 | . | . | . | 30.9%
CCCCC(CCC(=O)Nc1nccs1)C(=O)O (stereo not drawn) | 1.9% | 6.9 | 41 | -6.9 | 41 | 3.9 | 96.7 | 92.8 | 13.2%
CCCN(CCC)c1nc2ccccc2nc1C(C#N)C(=O)OCCOC (stereo not drawn) | -4.4% | 1.6 | 106 | -1.6 | 106 | -3.5 | 77.9 | 81.4 | -16.8%
COc1ccc(C(C)N2CC34C=CC(O3)C(C(=O)OCC(C)C)C4C2=O)cc1 (stereo not drawn) | 0.2% | -1.5 | 61 | 1.5 | 61 | -4.4 | 82.2 | 86.6 | -11.1%
CC(N=Cc1cccc(O)c1O)c1ccccc1 (stereo not drawn) | 3.9% | . | . | . | . | -32.1 | 52.8 | 84.9 | -26.6%
COc1ccc(CCNC(=O)CCS(=O)(=O)c2ccc(C)cc2)cc1OC | -6.9% | 1.8 | 72 | -1.8 | 72 | 16.4 | 93.2 | 76.8 | 12.4%
COc1ccc(-c2noc(CCC(=O)NCCCN3CCC(Cc4ccccc4)CC3)n2)cc1 | -7.7% | 20.8 | 115 | -20.8 | 115 | -12.8 | 62.5 | 75.3 | -57.5%
O=C(O)C1CC(=O)N(CCc2ccccc2)C1 (stereo not drawn) | 0.3% | -5.6 | 157 | 5.6 | 157 | 3.1 | 98.8 | 95.8 | 27.0%
Cc1cc(=O)n2nc(N3CCCC(C(=O)N4CCOCC4)C3)sc2n1 (stereo not drawn) | -2.9% | . | . | . | . | 15.4 | 91.2 | 75.8 | -25.6%
Cc1ccc(NC(=O)CSc2nnc(COc3ccc(C#N)cc3)n2-c2ccccc2)cc1C | -34.0% | 17.3 | 157 | -17.3 | 157 | -0.5 | 79.4 | 79.9 | -38.6%
O=C(C1CCN(S(=O)(=O)c2cccc3nsnc23)CC1)N1CCCc2ccccc21 | -8.7% | 18.1 | 179 | -18.1 | 179 | -5.1 | 70.2 | 75.3 | -21.8%
COc1cccc(NS(=O)(=O)c2ccc(S(=O)(=O)N3CCOCC3)cc2)c1 | -14.2% | 7.3 | 179 | -7.3 | 179 | 6.8 | 95.4 | 88.7 | -10.9%
O=C(Nc1cccc(-c2nc3ncccc3o2)c1)c1ccco1 | 20.6% | 19.1 | 69 | -19.1 | 69 | -6.4 | 77.2 | 83.6 | -1.2%
CN(C)c1nc2n(c(=O)n1)CCO2 | 2.7% | 3.3 | 84 | -3.3 | 84 | 16.9 | 100.8 | 83.9 | 7.9%
O=C(N/N=C/c1cccn1-c1ccc([N+](=O)[O-])cc1)C(O)c1ccccc1 (stereo not drawn) | 0.6% | 2.8 | 220 | -2.8 | 220 | . | . | . | -8.4%
CCCCc1nc(SCC(=O)Nc2ccc(S(N)(=O)=O)cc2)n[nH]1 | -10.9% | -5.1 | 103 | 5.1 | 103 | 16.6 | 107.0 | 90.4 | -97.3%
CC1CC(C)CN(c2ncc3c(n2)CC(c2ccccc2Cl)CC3=O)C1 (stereo not drawn) | 0.6% | 10.2 | 172 | -10.2 | 172 | -1.2 | 105.3 | 106.5 | -22.3%
COc1ccc(-c2cc(C(=O)NCc3ccc(Cl)cc3)no2)cc1OC | -4.6% | 17.8 | 110 | -17.8 | 110 | . | . | . | -10.1%
Cc1ccc(CN2CCN(CC3CC4C=CC3C4)CC2)cc1 (stereo not drawn) | 1.9% | 27.9 | 187 | -27.9 | 187 | 6.2 | 85.5 | 79.3 | -42.1%
O=C1CC(c2cccs2)CC2=C1C(c1ccccc1)n1ncnc1N2 (stereo not drawn) | -4.3% | 12.2 | 112 | -12.2 | 112 | -0.7 | 85.2 | 85.9 | 15.2%
CCOC(=O)C[n+]1c(C)sc2ccc(OC)cc21 | 4.0% | -43.3 | 122 | 43.3* | 122* | . | . | . | -36.0%
COc1ccc(CC(=O)OCc2cc3ccc(C)cc3[nH]c2=O)cc1 | -6.4% | 12.4 | 98 | -12.4 | 98 | -1.9 | 100.9 | 102.8 | 13.0%

Looked up above.
In PLAP inhibition, Cc1ccc(CN2CCN(CC3CC4C=CC3C4)CC2)cc1 (stereo not drawn) is listed with -42.1%
In MRP reversal, COc1ccc(CC(=O)OCc2cc3ccc(C)cc3[nH]c2=O)cc1 is listed with -1.9
In IL1B NFkB pot, O=C(C1CCN(S(=O)(=O)c2cccc3nsnc23)CC1)N1CCCc2ccccc21 is listed with 18.1

(further entries)
SMILES | Bcl-B TR3 displacers | IL1B NFkB pot | IL1B NFkB pot cell count 2 µM | NFkB transloc inh | NFkB transloc inh cell count 2 µM | MRP reversal | MRP reversal cytotoxicity | MRP reversal with doxorubicin | PLAP inhibition
C=CCSc1nnc(-c2cccnc2)o1 | -1.2% | ? | . | -45.3 | 56 | 4.6 | 96.5 | 92.0 | 1.4%
CCCCCCn1c(C)nc2c(c1=O)c1nc3ccccc3nc1n2/N=C/c1ccco1 | -7.7% | 14.3 | 77 | -14.3 | 77 | -0.2 | 3.8 | 4.0 | -96.8%
Cc1ccccc1NC(=O)C1(C)Cc2ccccc2C(=O)O1 (stereo not drawn) | . | -3.0 | 113 | 3.0 | 113 | 20.0 | 108.6 | 88.6 | .
CC(=O)Nc1nc(C)nc(-c2ccccc2OC(C)=O)n1 | 3.6% | 24.8 | 114 | -24.8 | 114 | 3.3 | 103.3 | 100.0 | 12.3%
CC(C)NC(=O)N1CCN(c2ccncc2S(=O)(=O)N2CCOCC2)CC1 | 7.2% | 15.9 | 157 | -15.9 | 157 | . | . | . | -14.1%
N#Cc1c(-c2ccco2)cc(-c2ccccn2)nc1N | 5.8% | 35.4 | 123 | -35.4 | 123 | -26.9 | 35.1 | 62.1 | -25.0%
CC(=O)c1c(Nc2ccc3c(c2)OCCO3)oc(C)cc1=O | 0.7% | -7.5 | 194 | 7.5 | 194 | -0.3 | 86.3 | 86.6 | 2.1%
CC(=Nc1ccc2c(c1)nc(CO)n2C)C1=C(O)CC(C)(C)CC1=O | 0.6% | 25.7 | 205 | -25.7 | 205 | -21.5 | 77.6 | 99.1 | -9.9%
O=S1(=O)CCN2C(Cc3ccc(SC(F)F)cc3)=CSC2=N1 | -0.3% | -4.3 | 209 | 4.3 | 209 | 15.4 | 102.9 | 87.5 | 9.7%
COCCCNc1cc(C)nc2ccccc12 | -3.2% | 9.2 | 157 | -9.2 | 157 | -16.5 | 87.4 | 103.8 | 23.8%
CCOC(=O)Cn1c(=O)c2c(nc3n2CCS3)n(C)c1=O | -0.8% | 1.3 | 159 | -1.3 | 159 | -8.9 | 85.3 | 94.2 | -4.3%
